GAA glycogen – qHTS Assay for Inhibitors and Activators of Human alpha-Glucosidase Cleavage of Glycogen; Lysosomal alpha-glucosidase (Homo sapiens), P10253; recombinant GAA, glycogen substrate, Amplex Red glucose oxidase fluorescence; Potency, µM (titrated, usually from 76.4 µM), for inactives: top-dose activity change, negative = inhibition, actives largely listed as inhibitors; actives 0.38% (n = 300,000);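 further: 0% = full enzyme reaction and -100% = no-enzyme basal signal; the screen sought inhibitors and activators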
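Natural-substrate format: glycogen cleavage by 4 nM human enzyme, glucose read by Amplex Red coupling (Ex 573, Em 610 nm). Normalized to enzyme and no-enzyme controls.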
TR SRC2 fluor cs – Total Fluorescence Counterscreen for Inhibitors of the Interaction of Thyroid Hormone Receptor and Steroid Receptor Coregulator 2; TRb/SRC2 Texas Red total fluorescence interference; Potency, µM (titrated, usually from 106 µM), for the others: top-dose fluorescence change, negative = quenching; actives 0.29% (n = 280,000); AID 1479, 2009; active means well fitted curve in either direction with a large enough effect; inconclusive means small, poorly fitted or top-dose-only effect
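Human TRβ ligand-binding domain (0.6 uM) and Texas Red SRC2 peptide (20 nM) in Tris buffer with 1 uM T3 and 5% DMSO were incubated with pinned compound for 5 hr at ambient temperature. Total fluorescence was computed as S + 2P (555/632 nm).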
TRb-SRC2 inh – qHTS for Inhibitors of the Interaction of Thyroid Hormone Receptor and Steroid Receptor Coregulator 2 | Thyroid hormone receptor beta (Homo sapiens), P10828 | TRbeta-SRC2 peptide binding, fluorescence polarization; receptor liganded with 1 µM T3 | Potency, µM (highest dose often 106 µM), for inactives: top-dose activity change, negative = inhibition, most hits filed as inhibitors | actives 0.065% (n = 280,000) | AID 1469, 2008;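 further: plate controls were bound peptide for no effect and peptide without receptor for full effect; nearly all actives have a fitted effect of over 50% in size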
Target sequence (P10828 whole entry, looked up): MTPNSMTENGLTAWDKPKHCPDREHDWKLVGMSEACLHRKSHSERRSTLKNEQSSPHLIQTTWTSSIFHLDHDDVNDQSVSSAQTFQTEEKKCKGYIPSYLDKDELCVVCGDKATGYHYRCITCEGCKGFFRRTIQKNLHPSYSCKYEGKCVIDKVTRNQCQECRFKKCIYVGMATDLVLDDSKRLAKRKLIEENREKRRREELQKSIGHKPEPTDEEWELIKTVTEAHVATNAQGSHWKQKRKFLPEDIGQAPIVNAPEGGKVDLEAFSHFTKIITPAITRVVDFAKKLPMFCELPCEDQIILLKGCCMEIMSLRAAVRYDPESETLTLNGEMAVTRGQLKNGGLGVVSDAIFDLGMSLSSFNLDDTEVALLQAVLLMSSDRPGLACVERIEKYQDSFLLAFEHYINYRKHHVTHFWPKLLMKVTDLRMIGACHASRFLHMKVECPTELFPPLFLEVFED
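Human TRb ligand-binding domain (0.6 uM) is mixed with 20 nM Texas Red SRC2 peptide and 1 uM T3; after compound addition and 5 hr at ambient temperature, polarization is measured and normalized to unbound and bound controls.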
aGlu spleen mod – qHTS Assay for Inhibitors and Activators of Human alpha-Glucosidase From Spleen Homogenate; Lysosomal alpha-glucosidase (Homo sapiens), P10253; human spleen homogenate, 4-MU-alpha-glucoside fluorescence; Potency, µM (top dose mostly 79.9 µM), inactives show top-dose activity change, negative = inhibition, hits mostly inhibitors; actives 0.006% (n = 240,000); AID 2112, 2009;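 further: 0% = enzyme with vehicle and -100% = no enzyme basal signal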
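Enzyme source: human spleen homogenate, 1 ug/well. Buffer 50 mM citric acid/K phosphate pH 5.0, 0.01% Tween-20. 4-MU-alpha-glucoside 1 mM; 37 C x 40 min; NaOH/glycine stop; fluorescence.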
RECQ1 inh – qHTS Assay for Inhibitors of RecQ-Like Dna Helicase 1 (RECQ1). RECQ1 DNA unwinding, red fluorescence kinetic read. AID 2549, 2010. Potency, µM (top dose mostly 57.3 µM), for inactives: at the top dose activity, negative = inhibition, usual class: inhibitors. ATP-dependent DNA helicase Q1 (Homo sapiens), P46063. actives 0.54% (n = 240,000);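 further: plate controls were vehicle for no effect and no enzyme for full effect; nearly all actives have a fitted effect of over 30% in size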
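50 nM RECQ1T1 preincubated 15 min with compound in Tris pH 8.0 buffer with MgCl2, DTT, Tween-20 and 2.5 ug/ml poly(dI-dC); started with 200 nM TAMRA/BHQ-2 forked duplex and 2 mM ATP. Unwinding read as fluorescence (525/598 nm), two reads 2 h apart.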
GAA inhib – qHTS Assay for Inhibitors of Human alpha-Glucosidase as a Potential Chaperone Treatment of Pompe Disease | purified human GAA, 4-MU-alpha-glucoside fluorescence | actives 0.005% (n = 200,000) | Potency, µM (highest dose often 76.9 µM), for the others: top-dose activity change, negative = inhibition, hits mostly inhibitors | Lysosomal alpha-glucosidase (Homo sapiens), P10253;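 further: plate controls were uninhibited enzyme wells for no effect and no-enzyme background for full effect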
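Fluorogenic assay: 4 nM human alpha-glucosidase with 400 uM 4-methylumbelliferyl-alpha-D-pyranoside in 50 mM citrate/phosphate, 0.005% Tween-20, pH 5.0, 20 min at room temperature. Compounds tested up to 77 uM; AC50 from Hill fits.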
L3MBTL1 inh – qHTS Assay for the Inhibitors of L3MBTL1; Lethal(3)malignant brain tumor-like protein 1 (Homo sapiens), Q9Y468; AlphaScreen L3MBTL1–H3K9me1 peptide binding; Potency, µM (highest dose often 57.1 µM), for inactives: top-dose activity, negative = inhibition, actives largely listed as inhibitors; actives 0.66% (n = 230,000); further: nearly all actives have a fitted effect of over 60% in size
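L3MBTL1 (50 nM) pre-complexed 30 min with biotinylated H3(1-15)K9me1 peptide (75 nM), then compounds added for 30 min at room temperature; AlphaScreen streptavidin donor/nickel chelate acceptor beads (10 ug/mL final) read after 30 min dark incubation.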
RGS12 GoLoco inh – qHTS Assay for Inhibitors of RGS12 GoLoco Motif Activity (Red Fluorophore) | Guanine nucleotide-binding protein G(i) subunit alpha-1 (Homo sapiens), P63096 | Gai1:RGS12 GoLoco peptide FP, rhodamine, 10 min | Potency, µM (doses to about 61.6 µM), inactives show at the top dose activity, negative = inhibition, actives largely listed as inhibitors | actives 0.44% (n = 230,000) | AID 880, 2007; active means well fitted inhibition curve with a large enough effect, not every such curve was filed as active; inactive means no such curve, though single readings can be large or run the other way; further: nearly all actives have a fitted effect of over 30% in size; many of its hits are not listed in these tables
Target sequence (P63096 whole entry, looked up): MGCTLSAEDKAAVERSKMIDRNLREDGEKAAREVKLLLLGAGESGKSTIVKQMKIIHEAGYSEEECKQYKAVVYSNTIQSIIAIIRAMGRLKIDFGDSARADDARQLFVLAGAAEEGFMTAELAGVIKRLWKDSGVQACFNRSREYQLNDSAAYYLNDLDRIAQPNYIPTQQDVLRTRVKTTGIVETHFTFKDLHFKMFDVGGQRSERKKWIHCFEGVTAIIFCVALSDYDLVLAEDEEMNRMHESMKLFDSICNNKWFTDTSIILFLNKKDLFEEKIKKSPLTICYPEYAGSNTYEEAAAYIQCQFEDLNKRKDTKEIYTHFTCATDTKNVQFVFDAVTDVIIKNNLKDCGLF
* marks the source's active call; other numbers are inactive results; i = inactive; ? = inconclusive; . = not tested or not shown; & = joins results of further samples; [ ] = dose if it differs, or a comment. Unless noted, the call rests on the fitted dose curve; in most records, active means well fitted curve in the direction sought with a large enough effect; inconclusive means small, poorly fitted or top-dose-only effect, or another doubt; inactive means no such curve, though single readings can be large; an effect the other way counts as inactive or inconclusive. Unless noted, on the % scale 0 is the no-effect control and ±100 the full control effect; potency means the concentration at half of the fitted maximal effect. Not all compounds are listed; the hit share may differ from the screen's.

SMILES | GAA glycogen | TR SRC2 fluor cs | TRb-SRC2 inh | aGlu spleen mod | RECQ1 inh | GAA inhib | L3MBTL1 inh | RGS12 GoLoco inh
CCCCc1ccc(CC(=O)O)cc1 | -13% | 2% | -14% | -3% | 0% | -10% | -10% | -8%
COc1ccc(-c2nnc(N3CCCCC3)c3ccccc23)cc1 | -1% | -1% | 1% | -11% | -3% | -3% | 0% | 2%
Cc1onc(-c2ccccc2)c1C(=O)NC(C)C | 6% | -3% | -2% | 5% | -1% | 1% | . | 3%
CC(=O)c1c(N2CCN(c3ccc(F)cc3)CC2)nc(=S)n(Cc2ccccc2)c1C | -12% | -1% | -7% | 6% | -6% | -11% | -3% | 13%
COc1ccc(-c2cc(N)n(S(=O)(=O)Cc3ccccc3)n2)c(OC)c1 | -4% | -4% | -1% | 0% | 0% | -9% | 42%[activator] | 2%
O=C(CNC(=O)C1COc2ccccc2O1)N/N=C\c1ccc(Cl)cc1 (stereo unspecified) | -3% | 0% | 4% | -2% | -11% | -10%[15.4 µM] | 7% | -4%
COc1ccc(OC)c(S(=O)(=O)N2CCCCC2C(=O)O)c1 (stereo unspecified) | -8% | -1% | -7% | -5% | -4% | -5% | . | 0%
CC(=O)C1=NN(c2ccccc2)C(c2ccc3c(c2)OCO3)N1c1ccc(N2CCOCC2)cc1 (stereo unspecified) | 0% | -1% | 3% | 7% | i | 3% | ? | 4%
COc1ccc(N2C=C3C(=O)C(C)(OC(=O)C4CCCC4)C(=O)C=C3C=C2c2ccsc2)cc1 (stereo unspecified) | . | 2%[11.2 µM] | 6%[11.2 µM] | 0%[17.4 µM] | -16%[11.5 µM] | . | . | 33%[activator][14.2 µM]
CCOCCCNC(=O)/C(C#N)=C/c1ccc(Cl)c([N+](=O)[O-])c1 | 0% | 0% | -3% | 5% | -2% | 8% | 15% | -1%
Nc1nc(N)nc(-c2ccccc2)n1 | 1% | -4% | 3% | -12% | 1% | -3% | -14% | -14%
CCOc1ccc(C2Nc3ccc4ccccc4c3-c3c2c(=O)oc2ccccc32)cc1 (stereo unspecified) | 6% | -2% | -3% | 3% | -17% | ? | . | -5%
CC(C)CC(=O)Nc1ccccc1N1CCN(c2ccccc2)CC1 | -5% | -2% | -2% | 0% | -4% | 0% | . | 0%
COc1ccc(N2CCN(C(=O)C(C)(C)Oc3ccc(Cl)cc3)CC2)cc1 | 2% | 1% | -22% | -9% | i | -12% | ? | -13%
CN1CCC(NC(=O)Nc2cccc(C(F)(F)F)c2)CC1 | 9% | -2% | -6% | -9% | 2% | -16% | -4% | 1%
COC(=O)Nc1csc2c1NC(=O)CCCC2 | 5% | -2% | 3% | 6% | i | 5% | -1% | 0%
Cc1ccc(NC(=O)CC(C(=O)O)c2ccccc2)cc1 (stereo unspecified) | 6% | -3%[53 µM] | 1%[53 µM] | -2% | -15% | 0% | 1% | 6%
O=C(N=NC(=O)c1ccc2c(O)n(CC3CCCO3)c(O)c2c1)c1cccnc1 (stereo unspecified) | 7% | 0% | 3% | -5% | 11% | -2% | 4% | -6%
O=C(NNC(=O)c1ccncc1)c1ccncc1 | 2% | 1% | -18% | -8% | i | -10% | . | -8%[14.2 µM]
Cc1ccc(OCCNC(=O)c2ccco2)cc1C | 7% | -10% | -6% | -1% | i | 2% | . | 7%
CCS(=O)(=O)N1Cc2ccccc2CC1C(=O)OCC(=O)Nc1ccc(SC(F)F)cc1 (stereo unspecified) | -3% | 1% | -8% | -4% | -11% | -9% | . | 12%
CCCCNC(=O)c1ccc(CS(=O)(=O)c2cccc(C(F)(F)F)c2)o1 | -7% | 1% | 8% | -9% | -9% | 1% | 1% | -2%
COc1cc(OC)c(OC)cc1/C=N/NC(=O)c1cnccn1 | ? | -5% | 8% | 1% | i | 10% | 3% | 9%
CCC(C)NC(=O)C1CC(c2cccc(OC)c2)=NO1 (stereo unspecified) | 17% | -2% | -6% | 2% | i | -2% | 0% | 3%
COc1ccc(C2CC(C(F)(F)F)n3nc(C(=O)Nc4ccc5c(c4)OCO5)cc3N2)cc1 (stereo unspecified) | -5% | 2% | -1% | 0% | -8% | -6% | -4% | 12%
CC(=O)c1ccccc1NC(=O)COC(=O)/C=C/c1ccc(C)o1 | 5% | -1% | 1% | 5% | -14% | -4% | 13% | -10%
CCC1CCCCN1CC(C)(C)NS(=O)(=O)c1ccccc1 (stereo unspecified) | 4% | -1% | 1% | 3% | 0% | . | -8% | -36%
COC(=O)C1=C(C)OC(N)=C(C#N)C1C1CCCCC1 (stereo unspecified) | 0% | 0% | -3% | -9% | -1% | 4% | 3% | 11%
COc1ccc(NC(=O)C2CCCN2C(=O)NC2CCCCC2)cc1OC (stereo unspecified) | -2% | 2% | 0% | 3% | -4% | -4% | 8% | 8%
Cn1c(COc2ccc(Cl)cc2)nc2ccccc2c1=O | 5% | -2% | -7% | -1% | i | -1% | ? | 18%

Reformatted with values under each structure: two of the compounds above
Below each compound – GAA glycogen	TR SRC2 fluor cs	TRb-SRC2 inh	aGlu spleen mod	RECQ1 inh	GAA inhib	L3MBTL1 inh	RGS12 GoLoco inh
COc1cc(OC)c(OC)cc1/C=N/NC(=O)c1cnccn1
  ?	-5%	8%	1%	i	10%	3%	9%
CC(=O)c1ccccc1NC(=O)COC(=O)/C=C/c1ccc(C)o1
  5%	-1%	1%	5%	-14%	-4%	13%	-10%

Following part:
SMILES | GAA glycogen | TR SRC2 fluor cs | TRb-SRC2 inh | aGlu spleen mod | RECQ1 inh | GAA inhib | L3MBTL1 inh | RGS12 GoLoco inh
CCOc1ccc(N2C(=O)CC(N(Cc3ccco3)C(=O)CCC(=O)O)C2=O)cc1 (stereo unspecified) | -6% | -1% | -3% | 3% | i | 1% | -4% | 9%
COc1ccccc1Nc1ccncc1[N+](=O)[O-] | 1% | 0% | -7% | -2% | -14% | 2% | 1% | 17%
CNC(=O)c1ccc(CNC(=O)OCc2ccccc2)cc1 | 15% | -5% | 0% | -2% | i | 4% | 0%[11.4 µM] | 8%
CCc1c(C)[nH]n(-c2nc(-c3cccc([N+](=O)[O-])c3)cs2)c1=O | -4% | -10% | 2% | -1% | -21% | 1% | -8% | 22%
O=[N+]([O-])c1ccc(-c2cn(-c3ccccc3)c(=S)[nH]2)cc1 | -5% | -3% | 0% | 1% | 0% | 1% | -11% | 5%
O=C(N/N=C/c1ccc2c(c1)OCO2)C(=O)N1CCCC1 | 28% | 5% | -2% | -6% | i | -3% | 4% | 5%
O=C(N/N=C/C=C/c1ccco1)c1cccnc1 | 5% | -4% | 7% | -8% | -4% | 4% | . | 14%
Cc1ccccc1OCCCC(=O)Nc1nncs1 | 0% | -5% | 8% | -5% | -12% | ? | 8% | 9%
O=C(Nc1ccccc1)OC1CC2CC1C1CCCC21 (stereo unspecified) | 1% | -3% | -1% | -1% | -14% | -32% | 41%[activator] | 0%
O=C(Cc1ccccc1)Nc1ccccc1C(=O)Nc1ccccc1 | -2% | -3% | 2% | -8% | 0% | 6% | -3% | 12%
O=C(O)COc1ccc(/C=N/NC(=O)COc2nsnc2N2CCOCC2)cc1 | -3% | -8% | -3% | 3% | -18% | -4% | 10% | 17%
Cc1csc(SCC(=O)Nc2ccc3c(c2)OCCO3)n1 | -9% | -3% | -1% | 3% | i | 6% | 14% | -8%
CCOc1nc(NC(=O)NS(=O)(=O)Oc2cccc(Cl)c2)nc(-c2ccccc2)n1 | -1%[76.3 µM] | -9%&-4% | 4%&2% | 5% | -8% | 0% | 4% | 34%[activator]
Cn1nc(Oc2nc(N3CCOCC3)nc(N3CCOCC3)n2)ccc1=O | -4% | -3% | -16% | 8% | -2% | -9% | . | -16%
COc1ccc(N=C(C)C2=C(O)CSC2=O)cc1 | 15% | 5% | -12% | 0% | i | -7% | . | -6%
CCC(C)C(NC(=O)OC(C)(C)C)C(=O)NC1COC2CC(n3ccc(=O)[nH]c3=O)OC12 (stereo unspecified) | . | 0% | -3% | -5% | i | . | . | .
O=C(O)C=C1C2CC3CC(C2)CC1C3 | 3% | 2% | 0% | 1% | -17% | -5% | 2% | -9%
CC1(c2ccccc2)CC(C)(C)N(C(=O)CSc2nnc(N)s2)c2ccccc21 (stereo unspecified) | 4% | 1% | 1% | -7% | -1% | -5% | -3% | 4%
Cc1ccc(CNC(=O)C(C)C2Sc3ccccc3NC2=O)cc1 (stereo unspecified) | 5% | -2% | 1% | 0% | -2% | . | . | 2%
CC1(C)CC(=O)C(N=Nc2cc(Cl)c(Cl)c(Cl)c2)=C(O)C1 | 0% | -4% | 5% | -7% | -9% | -9% | . | 11%
CCCc1cc(=O)n2[nH]c(C)c(-c3ccccc3)c2n1 | -3% | -1% | -8% | 1% | -2% | 4% | 0% | .
CN1CCC(N2CCCC(C(=O)O)C2)CC1 (stereo unspecified) | -1% | -1% | -1% | -2% | -8% | -4% | . | 8%
O=C(COc1ccc(Cl)cc1)N1CCN(C(=O)c2cccs2)CC1 | ? | 2% | 0% | -3% | -1% | 7% | -8% | 9%
O=C(Nc1cccc(Cl)c1)c1ccc2c(c1)SC1=NS(=O)(=O)CCN12 | 17% | 1% | 8% | 5% | i | -4% | 4% | 9%
COc1ccc(NC(=O)CN2C(=O)C(c3ccccc3)=NC23CCCCCC3)cc1OC | -12% | 2% | -21% | -6% | -1% | 0% | 3% | -8%

Source: PubChem BioAssay (National Center for Advancing Translational Sciences (NCATS))
